# GALK inh – blocks human galactokinase activity | P51570 | 270,000 compounds, 0.007% hits | Potency, µM (titrated, usually from 57.5 µM), without a hit: at the highest dose activity change, negative = inhibition, actives largely listed as inhibitors | Purified GALK, Kinase-Glo residual ATP luminescence; further: potency means the concentration at half of the fitted maximal effect
# Target sequence (P51570 whole entry, looked up): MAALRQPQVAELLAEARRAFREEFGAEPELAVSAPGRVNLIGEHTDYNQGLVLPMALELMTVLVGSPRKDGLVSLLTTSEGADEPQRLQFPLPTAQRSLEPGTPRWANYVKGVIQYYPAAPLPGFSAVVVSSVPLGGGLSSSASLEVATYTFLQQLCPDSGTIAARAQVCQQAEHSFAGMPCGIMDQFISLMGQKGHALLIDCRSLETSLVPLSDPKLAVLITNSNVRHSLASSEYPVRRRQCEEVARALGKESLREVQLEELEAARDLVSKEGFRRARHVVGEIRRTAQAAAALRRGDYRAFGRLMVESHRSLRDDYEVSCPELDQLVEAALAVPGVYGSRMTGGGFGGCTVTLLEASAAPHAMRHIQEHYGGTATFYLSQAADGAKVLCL
#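 Human GALK (5 nM) with 35 uM ATP and 100 uM galactose in 20 mM HEPES pH 8.0, 5 mM MgCl2, 60 mM NaCl, 1 mM DTT, 0.01% BSA. After 1 h at room temperature, leftover ATP was read by Kinase-Glo Plus luminescence.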
# Coupling enz – inhibits coupling enzyme system, counter-screen for aldolase hits; coupling enzyme system counterscreen, AmpLite Red fluorescence; activity change, negative = inhibition, % at 58.2 µM, hits read low; 290,000 compounds, 0.67% hits; AID 2472; in the data active means activity change below about -30%
#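 Coupling enzymes only (glyceraldehyde-3-phosphate) + compound, at 57.5 uM final, 10 min RT; add substrate/coupling/AmpLite Red mix, 20 min RT; fluorescence ex 525/em 598 nm. Actives flag coupling-system interference.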
# Eya2 phos inh – Eya2 (human) phosphatase inhibition; O00167; recombinant Eya2, OMFP fluorescence dephosphorylation (OMFP is methylfluorescein phosphate); Potency, µM (titrated, usually from 76.9 µM), without a hit: at the highest dose activity, negative = inhibition, most hits filed as inhibitors; 330,000 compounds, 0.006% hits; AID 488837; further: potency means the concentration at half of the fitted maximal effect
#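 Eya2 (0.2 uM) preincubated 10 min at ambient with compound, then OMFP substrate added at 50 uM; 10 min reaction in 50 mM HEPES pH 7.5, 50 mM NaCl, 5 uM MgCl2, 0.05% BSA, 1 mM DTT. Fluorescence read at Ex 485/Em 525 nm.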
# USP2a inh – USP2a (human) protease inhibition | O75604 | USP2 core, Ub-CHOP2 coupled fluorogenic reporter, 485/531 | Potency, µM (highest dose often 38.3 µM), for inactives: top-dose activity change, negative = inhibition, hits mostly inhibitors | 330,000 compounds, 0.01% hits | AID 463254;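 further: potency means the concentration at half of the fitted maximal effect; plate controls were DMSO wells for no effect and full inhibition by NEM control for full effect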
#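 USP2 core (10nM final) preincubated 30min RT with compound in 20mM Tris-HCl pH 8.0, 2mM CaCl2, 2mM beta-mercaptoethanol, 0.05% CHAPS; 25nM Ub-CHOP2 plus 25nM reporter substrate added, fluorescence (Ex485/Em531) read after 60min.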
# uPA surface inh – cell surface uPA generation inhibition; cell surface uPA generation assay, qHTS; Potency, µM (series often up to 38.3 µM), for inactives: at the top dose activity change, negative = inhibition, hits mostly inhibitors; 330,000 compounds, 0.31% hits; active means well fitted inhibition curve with a large enough effect; inconclusive means small, poorly fitted or top-dose-only effect; inactive means no such curve, though single readings can be large or run the other way; tested in mouse RAW 264.7 cells; further: potency means the concentration at half of the fitted maximal effect; nearly all actives have a fitted effect of over 55% in size
# KCNH2 3.1 inh – KCNH2 3.1 (human) potassium channel inhibition; U2OS KCNH2 3.1, thallium flux FluxOr; stronger effect = lower value; activity change, % (tested at about 1.8 µM); 340,000 compounds, 0.95% hits; AID 720553;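 active means maximum activity change below -70%; inconclusive means maximum activity change from -70% to -50%; inactive means maximum activity change above -50%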;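 further: thallium influx rate constant from kinetic fluorescence after stimulation buffer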
#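 Steps: virus added to U2OS suspension (4 h, RT, dark); medium with 10% FBS added, cells plated, 37 C overnight; FluxOr/Red40 loading buffer 45 min RT; stimulation buffer, 2 min kinetic read; rate constant normalized.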
# B2AR arrestin – recruits beta-arrestin to the human beta2-adrenergic receptor; P07550; beta-arrestin recruitment to beta2AR, cell-based reporter; Potency, µM (doses to about 46.1 µM), inactives show top-dose activation, actives largely listed as activators; 330,000 compounds, 0.02% hits; AID 492947;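 further: potency means the concentration at half of the fitted maximal effect; 0% = DMSO controls and full agonism = EC100 isoproterenol or metaproterenol; nearly all actives have a fitted effect of over 65% in size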
# PKM2 act – increases activity of human pyruvate kinase M2; P14618; purified PKM2, Kinase-Glo ATP luminescence, activation; response scale: 0% is enzyme alone, no compound; Potency, µM (top dose mostly 57.5 µM), without a hit: at the top dose activation, hits mostly activators; 260,000 compounds, 0.34% hits; AID 1631; further: potency means the concentration at half of the fitted maximal effect; nearly all actives have a fitted effect of over 55% in size
# Target sequence (P14618 whole entry, looked up): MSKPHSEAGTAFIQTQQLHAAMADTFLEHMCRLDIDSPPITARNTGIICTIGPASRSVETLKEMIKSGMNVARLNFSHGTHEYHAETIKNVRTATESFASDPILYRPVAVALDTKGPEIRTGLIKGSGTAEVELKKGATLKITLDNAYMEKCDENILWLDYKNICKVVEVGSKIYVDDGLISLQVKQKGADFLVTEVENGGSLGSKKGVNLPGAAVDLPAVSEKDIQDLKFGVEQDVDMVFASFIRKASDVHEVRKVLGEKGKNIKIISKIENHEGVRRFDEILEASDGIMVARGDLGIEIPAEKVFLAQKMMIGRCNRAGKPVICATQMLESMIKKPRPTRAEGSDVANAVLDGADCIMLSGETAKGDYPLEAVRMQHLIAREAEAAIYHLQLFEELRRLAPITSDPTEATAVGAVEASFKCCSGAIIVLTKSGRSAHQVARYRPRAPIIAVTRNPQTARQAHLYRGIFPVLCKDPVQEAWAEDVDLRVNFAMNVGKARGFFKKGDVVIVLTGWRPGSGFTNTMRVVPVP
#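 Purified hPK-M2 (>95% pure) converted ADP (0.1 mM final) to ATP with 0.5 mM PEP in 50 mM imidazole pH7.2, KCl, MgCl2, Tween 20, BSA; 1 h at room temperature. ATP detected by Kinase-Glo luminescence.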
# KCNH2 WT inh – inhibitors of human wildtype KCNH2 potassium channel | Q12809 | U2OS, BacMam KCNH2, thallium flux FluxOr; stronger effect = lower value | activity change, % at 1.84 µM | 340,000 compounds, 0.37% hits | AID 720551;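 active means maximum activity change below -70%; inconclusive means maximum activity change between -70% and -50%; inactive means maximum activity change above -50%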
#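 U2OS cells were transduced with wild-type KCNH2 virus (2.03 x 10^8 / mL) for 4 h at room temperature, then cultured overnight at 37 C. Thallium flux was read with FluxOr dye. Rate constants were normalized to DMSO controls.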
# Giardia killer – Giardia lamblia killing. 340,000 compounds, 0.15% hits. Giardia lamblia trophozoite viability. activity change, % at 7.66 µM, hits read low; in the data active means activity change below about -80%; inconclusive means between about -30% and that limit;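 further: parasites exposed to compound for two days anaerobically before the ATP read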
#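 Luminescent ATP signal served as the viability read-out, measured 15-30 min after adding ATP detection reagent to trophozoites that had been incubated with compounds for 48 hrs at 37 deg C anaerobically at 100 cells/well.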
# BCR signal inh – inhibitors of chronic active B-cell receptor signaling; ABC-DLBCL IkBa-CBG/CBR reporter, luminescence ratio, 4 h; Potency, µM (top dose mostly 46.1 µM), for the others: top-dose ratio change, negative = lower green/red ratio, hits mostly inhibitors; 340,000 compounds, 0.05% hits; active means well fitted inhibition curve with a large enough effect in the signal ratio, with a control signal flat, not every such curve was filed as active; inconclusive means small, poorly fitted or top-dose-only effect, or effect the other way, or a change in a side signal; the % refers to the signal ratio;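 further: potency means the concentration at half of the fitted maximal effect; plate controls were basal doxycycline-induced cells for no effect and cells given 10 µM MG132 for full effect; MG132 reads +100%, hits lower the ratio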
#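 Concentration-response series (up to 46 uM) were applied to TMD8 dual-reporter cells for 4 h at 37C with doxycycline. Green/red ratio, after filter-overlap correction, defined %Activity; red signal alone was normalised to basal cells and zero luminescence.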
# * = called active by the depositor; ? = inconclusive; · = no result given; [ ] = another dose, or the depositor's remark. Unless noted, the call rests on the fitted dose curve; in most records, active means well fitted curve in the direction sought with a large enough effect; inconclusive means small, poorly fitted or top-dose-only effect, or another doubt; inactive means no such curve, though single readings can be large; an effect the other way counts as inactive or inconclusive. Unless noted, on the % scale 0 is the no-effect control and ±100 the full control effect.
SMILES,GALK inh,Coupling enz,Eya2 phos inh,USP2a inh,uPA surface inh,KCNH2 3.1 inh,B2AR arrestin,PKM2 act,KCNH2 WT inh,Giardia killer,BCR signal inh
CC(C)C(NC(=O)c1ccc(Cl)cc1)C(=O)NC1=NCCS1 (stereo not given),3%,1,17%,2%,2%,-14,4.1%,7%,1,12,-5%
COC(=O)[C@@]12CCCCN1[C@H](c1ccc(-c3ccc(C(C)=O)cc3)cc1)[C@H]1C(=O)N(C)C(=O)[C@H]12,·,·,-4%,-1%,7%,-12,0.2%,·,-4,-21,-3%
COc1ccccc1C1C=C(c2ccc(Cl)cc2)Nc2nc(N3C(=O)CCC3=O)nn21 (stereo not given),4%,2,-3%,-1%,·,6,-1.6%,1%,-7,18,1%
Cc1ccc(NC(=O)CCNC(=O)c2ccc(Br)cc2)cc1S(=O)(=O)N1CCCCCC1,·,·,-12%,-2%,-2%,7,-0.1%,·,2,-14,?
CCC(C)C(NC(=O)C(N)CC(C)C)C(=O)NC(CCC(=O)OCc1ccccc1)C(N)=O (stereo not given),0%,0,2%,3%,4%,-1,0.1%,-2%,9,6,-2%
O=C(O)c1ccccc1NSc1ccccc1[N+](=O)[O-],6%,17,7%,-1%,4%,-8,-0.2%,-10%,2,-6,2%
CS(=O)(=O)c1ccc2nc(NC(=O)CCNC(=O)c3ccc([N+](=O)[O-])cc3)sc2c1,·,·,1%,2%,2%,-3,0.0%,·,-1,-15,?
Cc1ccc(-n2nc3c(c2NC(=O)c2ccc4c(c2)OCO4)CSC3)c(C)c1,0%,5,4%,1%,·,-3,-0.1%,12%,7,-12,1%
Cc1ccc(NC2Sc3ccccc3NC2=O)cc1Cl (stereo not given),-7%,-2,-22%,-2%,9%,4,-0.8%,2%,7,-4,?
COc1ccc(-c2cnc[nH]2)cc1,1%,1,-5%,2%,0%,-6,-0.1%,1%,4,-17,0%
Cc1cc(C(=O)NCC(c2ccco2)N(C)C)ccc1[N+](=O)[O-] (stereo not given),-1%,-4,-10%,0%,-1%,-2,0.7%,-3%,7,14,-1%
CCOC(=O)C1(Cc2cccc(F)c2)CCN(Cc2ccon2)CC1,-3%,-2,9%,2%,2%,-25,-1.1%,1%,-9,-2,?
CCc1ccc(C(=O)CN2C(=O)NC3(CCCCCC3)C2=O)cc1,·,·,-33%,-1%,-11%,-5,0.0%,·,2,13,5%
COc1cccc(NC(=S)NNC(=O)c2c([N+](=O)[O-])c(C)nn2C)c1,0%,3,1%,1%,-11%,4,0.2%,-1%,19,-12,0%
Cc1c(N/C=C/C(=O)c2cccs2)c(=O)n(-c2ccccc2)n1C,7%,-5,-4%,0%,-1%,-12,-0.8%,3%,3,8,2%
CCN(CC(=O)Nc1c(F)cccc1F)C(=O)c1ccc(Cl)c(S(=O)(=O)N2CCCC2)c1,·,·,-16%,3%,0%,3,0.6%,·,2,-12,3%
O=C(CSc1ncnc2sc3c(c12)CCC3)Nc1ccccc1C(=O)O,-5%,11,13%,4%,-2%,-1,0.5%,16%,-10,40[activator],?
Cn1c(CN2CCCCC2)nc2cc(NC(=O)c3ccc(Cl)cc3)ccc21,0%,1,5%,-2%,·,-38,0.0%,-1%,24,-16,?
Cc1nnc(NCCc2ccccc2)n(N)c1=O,1%,0,5%,-6%,-1%,4,-0.1%,-4%,4,-1,5%
S=c1nc(C2CC2)n(-c2ccccc2)[nH]1,-3%,0,14%,4%,-2%,21,-0.4%,-7%,-11,-28,?
COc1ccccc1OC(=O)c1ccc2nsnc2c1,3%,5,-9%,-6%,·,7,0.1%,0%,-5,-5,-4%
COc1ccc(NC(=O)COC(=O)CCCC2=NS(=O)(=O)c3ccccc3N2)cc1Cl,2%,·,-5%,0%,0%,0,0.5%,·,-7,-5,?
Cc1ccc(N2CCN(C(=O)c3nn(C)c4c3CS(=O)(=O)c3ccccc3-4)CC2)c(C)c1,-1%,-3,-17%,0%,9%,10,0.0%,·,5,18,6%
CCOC(=O)c1c(C)[nH]c(C)c1C(=O)CSc1nc(N)cc(N)n1,-4%,1,10%,1%,5%,1,0.1%,1%,4,-1,-3%
O=S(=O)(NCCc1ccccn1)c1cc(Cl)cc(Cl)c1O,·,·,8%,-2%,8%,-11,-1.0%,·,-1,-6,16%
SMILES,GALK inh,Coupling enz,Eya2 phos inh,USP2a inh,uPA surface inh,KCNH2 3.1 inh,B2AR arrestin,PKM2 act,KCNH2 WT inh,Giardia killer,BCR signal inh
CCOC(=O)c1c(CN2CCN(C)CC2)oc2ccc(OC)cc12,0%,2,-2%,1%,-2%,-9,-0.3%,6%,0,-22,-6%
CCOCCn1c(N2CCN(c3ccccc3)CC2)nc2c1c(=O)[nH]c(=O)n2C,2%,5,-3%,1%,0%,7,-0.9%,-12%,2,0,-7%
CCN(C[C@H]1N[C@@](CC)(C(=O)OC)[C@H]2C(=O)N(C)C(=O)[C@@H]12)C(=O)c1ccc(F)cc1,·,·,-1%,-5%,12%,-2,-0.1%,·,0,15,0%
COc1ccc(CCNc2ncnc3c2c(C)c(C)n3CCO)cc1OC,2%,-1,1%,-1%,-16%,17,0.4%,·,-4,-10,?
O=C(NCCOc1ccccc1)C1CCCCC1,-2%,0,-3%,3%,2%,16,-0.1%,?,-13,5,2%
CCCOc1ccc(-c2nc(N)n[nH]2)cc1,-2%,2,5%,4%,·,6,0.7%,-1%,6,-8,1%
Cc1cc(C(=O)COc2ccccc2C(N)=O)c(C)n1CC1CCCO1 (stereo not given),-2%,3,7%,1%,0%,-11,0.1%,6%,-11,-11,0%
Cc1ccc(S(=O)(=O)N2CCN(CCOc3ccccc3)CC2)cc1,·,·,5%,4%,3%,2,-4.3%,·,4,-6,-1%
CCN1CCN(c2cc(C)c3cc(NC(=S)N4CCN(c5ccc(F)cc5)CC4)ccc3n2)CC1,8%,3,2%,3%,2%,?,0.2%,-3%,7,-20,2%
Cc1ccc(Sc2ccc(C(=O)N3CCOCC3)cc2[N+](=O)[O-])cc1,3%,-1,4%,0%,-1%,-15,0.5%,·,-6,33[activator],5%
CC(=O)Nc1cc2nc(C)n(Cc3ccccc3)c2nc1C,-2%,0,5%,4%,4%,-8,0.1%,·,-1,-19,?
O=c1nc(/C=C/c2cc([N+](=O)[O-])ccc2Cl)cc(C(F)(F)F)[nH]1,-3%,2,11%,-1%,-7%,-7,0.3%,-18%,-2,1,?
CCC(NC(=O)c1ccc([N+](=O)[O-])cc1[N+](=O)[O-])c1ccccc1 (stereo not given),0%,0,-7%,-1%,-3%,-6,0.3%,-1%,4,49[activator],1%
Cc1ccc(CNS(=O)(=O)c2ccc3c(c2)NC(=O)CS3)cc1,-6%,·,-5%,1%,-1%,2,-0.1%,·,13,15,-1%
Cc1cccc(C(=O)O/N=C2/CC3CCC2(C)C3(C)C)c1 (stereo not given),0%,2,5%,-1%,3%,3,-0.8%,2%,3,-5,5%
CCCc1ccc(-c2cc(C(=O)NN3CCOCC3)c3ccccc3n2)cc1,1%,·,-1%,-3%,·,0,0.1%,-1%,7,-13,?
COc1ccc(NC(=O)CN(C)C(=O)CCCc2nc3ccccc3s2)cc1,·,·,5%,0%,-14%,-5,-0.6%,·,5,10,-4%
CCCCN(CC)CCNC(=O)CNC(=O)Cn1ccc2ccccc2c1=O,1%,2,-26%,3%,13%,-16,-0.4%,0%,-10,1,-5%
O=C(COC(=O)/C=C/c1ccc(F)cc1)Nc1cccc(S(=O)(=O)N2CCCC2)c1,13%,-11,4%,4%,1%,-2,-0.3%,1%,5,-22,-3%
Cc1ccc(NC(=O)COC(=O)CCOc2ccccc2C)cc1,0%,4,-7%,1%,1%,2,-0.9%,16%,0,-5,3%
COc1ccc2cc(CCNS(=O)(=O)c3ccc(NC(C)=O)cc3)c(=O)[nH]c2c1,12%,-1,-1%,3%,6%,-20,-1.1%,6%,-3,8,-8%
C[C@H](CO)N1C[C@H](C)[C@@H](CN(C)C(=O)Nc2ccc(C(F)(F)F)cc2)Oc2c(NS(=O)(=O)c3ccc(F)cc3)cccc2C1=O,·,·,-24%,-2%,13%,-2,-0.4%,·,-27,3,2%
Cc1nnc(SCC(=O)NCCN2C(=O)CSC2=O)n1-c1ccccc1,0%,2,1%,3%,-1%,-1,0.2%,0%,-6,22,1%
O=C(O)c1cc(-c2ccc(/C=C3/SC(=S)N(Cc4ccccc4)C3=O)o2)ccc1Cl,4%,-2,5%,1%,-1%,-14,-0.9%,0%,-7,-11,-13%

# Screening data (PubChem)
